PKM2 act: PKM2 (human) enzyme activation; P14618; purified PKM2, Kinase-Glo ATP luminescence, activation; response scale: 0% is enzyme alone, no compound; Potency, µM (highest dose often 57.5 µM), without a hit: top-dose activation, usual class: activators; hit rate 0.34% among 260,000; AID 1631; further: potency means the concentration at half of the fitted maximal effect; on the % scale 0 is the no-effect control and ±100 the full control effect; nearly all actives have a fitted effect of over 55% in size
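hPK-M2, >95% pure; 0.1 mM ADP / 0.5 mM PEP final; imidazole pH7.2 buffer w/ 7 mM MgCl2, 50 mM KCl; 1 h RT; Kinase-Glo lum. Intermediate enzyme activity for dual inhibitor/activator qHTS.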
BCR signal inh: chronic active BCR signaling inhibition; AID 493014; ABC-DLBCL IkBa-CBG/CBR reporter, luminescence ratio, 4 h; hit rate 0.05% among 340,000; Potency, µM (top dose mostly 46.1 µM), inactives show at the top dose ratio change, negative = lower green/red ratio, usual class: inhibitors; active means well fitted inhibition curve with a large enough effect in the signal ratio, with a control signal flat, not every such curve was filed as active; inconclusive means small, poorly fitted or top-dose-only effect, or effect the other way, or a change in a side signal; the % refers to the signal ratio;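 further: potency means the concentration at half of the fitted maximal effect; plate controls were basal doxycycline-induced cells for no effect and cells given 10 µM MG132 for full effect; MG132 reads +100%, hits lower the ratio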
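TMD8 human ABC-DLBCL cells with doxycycline-inducible IκBα–green luciferase fusion and unfused red luciferase, in 0.5% FBS medium; compounds up to 46 uM, 4 h at 37C. Green/red luminescence ratio, filter-overlap corrected, fitted to concentration-response curves.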
ASM inhibitor: inhibitors of human secretory acid sphingomyelinase; P17405; Potency, µM (titrated, usually from 57.5 µM), for inactives: at the highest dose activity change, negative = inhibition, usual class: inhibitors; placental ASM, HMU-PC fluorogenic substrate, 60 min; hit rate 0.006% among 340,000; AID 504937; further: potency means the concentration at half of the fitted maximal effect
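Fluorescence read-out (Ex 386 nm, Em 447 nm) after stopping the reaction at pH 10. Enzyme: ASM from human placenta; substrate HMU-PC0, 9 uM final; 60 min, 37 °C. Compound preincubation 10 min, ambient temperature.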
hERG WT inh: blocks the wildtype human KCNH2 potassium channel; Q12809; U2OS, BacMam KCNH2, thallium flux FluxOr; hits give low values; activity change, % at 1.84 µM; hit rate 0.37% among 340,000;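 active means maximum activity change below -70%; inconclusive means maximum activity change between -70% and -50%; inactive means maximum activity change above -50%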; further: on the % scale 0 is the no-effect control and ±100 the full control effect
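U2OS cells were transduced with wild-type KCNH2 virus (2.03 x 10^8 / mL) for 4 h at room temperature, then cultured overnight at 37 C. Thallium flux was read with FluxOr dye. Rate constants were normalized to DMSO controls.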
GALK inh: galactokinase (human) inhibition; Potency, µM (doses to about 57.5 µM), for the others: top-dose activity change, negative = inhibition, hits mostly inhibitors; Purified GALK, Kinase-Glo residual ATP luminescence; P51570; hit rate 0.007% among 270,000; further: potency means the concentration at half of the fitted maximal effect; on the % scale 0 is the no-effect control and ±100 the full control effect
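Quantitative HTS: GALK 5 nM, ATP 35 uM, galactose 100 uM, 1 h room temperature, then luciferase-based ATP detection.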
Mito fusion act: blocks mitochondrial division or promotes mitochondrial fusion. AID 485298. Potency, µM (highest dose often 46.1 µM), for inactives: top-dose growth rescue (activation), most hits filed as activators. S. cerevisiae fusion-defective mutant growth rescue, CellTiterGlo 48 h. hit rate 0.23% among 320,000;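 further: potency means the concentration at half of the fitted maximal effect; % of control where 0% means no effect; nearly all actives have a fitted effect of over 45% in size; temperature-sensitive fusion mutants such as fzo1-1 at 37 °C on non-fermentable ethanol glycerol medium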
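Read-out: ATP-based luminescence (CellTiterGlo, 10 min ambient) reporting growth of fusion-defective ts yeast after 48 hours at 37C on glycerol/ethanol YPEG medium in the presence of compound.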
USP2a inh: inhibitors of human ubiquitin-specific protease USP2a. hit rate 0.01% among 330,000. USP2 core, Ub-CHOP2 coupled fluorogenic reporter, 485/531. AID 463254. Potency, µM (top dose mostly 38.3 µM), inactives show at the top dose activity change, negative = inhibition, usual class: inhibitors. O75604;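 further: potency means the concentration at half of the fitted maximal effect; plate controls were DMSO wells for no effect and full inhibition by NEM control for full effect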
Target sequence (O75604 whole entry, looked up): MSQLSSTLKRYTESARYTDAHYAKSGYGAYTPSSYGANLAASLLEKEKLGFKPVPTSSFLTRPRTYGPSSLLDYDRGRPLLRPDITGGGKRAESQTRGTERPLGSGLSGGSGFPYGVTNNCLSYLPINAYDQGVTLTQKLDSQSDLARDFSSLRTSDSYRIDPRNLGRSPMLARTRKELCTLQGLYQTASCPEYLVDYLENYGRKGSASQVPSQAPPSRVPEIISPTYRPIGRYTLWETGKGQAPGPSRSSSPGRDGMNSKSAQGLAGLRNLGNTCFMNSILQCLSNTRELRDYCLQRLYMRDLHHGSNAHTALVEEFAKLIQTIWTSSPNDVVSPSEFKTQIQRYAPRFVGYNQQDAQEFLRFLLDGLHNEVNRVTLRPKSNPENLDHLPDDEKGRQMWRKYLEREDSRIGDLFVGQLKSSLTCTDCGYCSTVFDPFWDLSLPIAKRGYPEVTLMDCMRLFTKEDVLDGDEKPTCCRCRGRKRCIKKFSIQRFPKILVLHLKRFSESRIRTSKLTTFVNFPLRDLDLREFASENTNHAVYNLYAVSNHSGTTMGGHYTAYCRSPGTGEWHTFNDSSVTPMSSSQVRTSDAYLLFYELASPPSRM
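USP2 core (10nM final) preincubated 30min RT with compound in 20mM Tris-HCl pH 8.0, 2mM CaCl2, 2mM beta-mercaptoethanol, 0.05% CHAPS; 25nM Ub-CHOP2 plus 25nM reporter substrate added, fluorescence (Ex485/Em531) read after 60min.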
MBNL1-CUG inh: inhibitors of human MBNL1 binding to CUG repeat RNA; Q9NR56; TR-FRET MBNL1-His/biotin-(CUG)12 binding, 665/545 ratio; Potency, µM (top dose mostly 57.5 µM), without a hit: top-dose activity change, negative = inhibition, hits mostly inhibitors; hit rate 0.036% among 280,000; AID 2675; active means well fitted inhibition curve with a large enough effect in the signal ratio, with a control signal flat, not every such curve was filed as active; inconclusive means small, poorly fitted or top-dose-only effect, or effect the other way, or a change in a side signal; inactive means no such curve, though single readings can be large or run the other way; the % refers to the signal ratio; further: potency means the concentration at half of the fitted maximal effect; on the % scale 0 is the no-effect control and ±100 the full control effect
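Ratiometric TR-FRET (665 over 545 nm, excitation 340 nm) tracks disruption of MBNL1-His/biotin-(CUG)12 complex after 60 min at room temperature, with compounds at 92 nM to 58 uM final.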
Menin-MLL TR inh: inhibitors of human menin-MLL interaction, mutant MLL peptide. Menin + Texas Red MLL mutant peptide, fluorescence polarization. hit rate 0.23% among 270,000. AID 1768. Potency, µM (titrated, usually from 61.6 µM), for inactives: at the highest dose FP activity change, negative = inhibition, actives largely listed as inhibitors; active means well fitted inhibition curve with a large enough effect in the polarisation, with a control signal flat, not every such curve was filed as active; inconclusive means small, poorly fitted or top-dose-only effect, or effect the other way, or a change in a side signal; inactive means no such curve, though single readings can be large or run the other way; the % refers to the polarisation; further: potency means the concentration at half of the fitted maximal effect; % of control where 0% means no effect; many of its hits are not listed in these tables
Eya2 phos inh: inhibitors of human Eya2 phosphatase activity. AID 488837. Potency, µM (highest dose often 76.9 µM), for inactives: at the top dose activity, negative = inhibition, most hits filed as inhibitors. recombinant Eya2, OMFP fluorescence dephosphorylation (OMFP is methylfluorescein phosphate). hit rate 0.006% among 330,000. O00167; further: potency means the concentration at half of the fitted maximal effect; on the % scale 0 is the no-effect control and ±100 the full control effect
Target sequence (O00167 whole entry, looked up): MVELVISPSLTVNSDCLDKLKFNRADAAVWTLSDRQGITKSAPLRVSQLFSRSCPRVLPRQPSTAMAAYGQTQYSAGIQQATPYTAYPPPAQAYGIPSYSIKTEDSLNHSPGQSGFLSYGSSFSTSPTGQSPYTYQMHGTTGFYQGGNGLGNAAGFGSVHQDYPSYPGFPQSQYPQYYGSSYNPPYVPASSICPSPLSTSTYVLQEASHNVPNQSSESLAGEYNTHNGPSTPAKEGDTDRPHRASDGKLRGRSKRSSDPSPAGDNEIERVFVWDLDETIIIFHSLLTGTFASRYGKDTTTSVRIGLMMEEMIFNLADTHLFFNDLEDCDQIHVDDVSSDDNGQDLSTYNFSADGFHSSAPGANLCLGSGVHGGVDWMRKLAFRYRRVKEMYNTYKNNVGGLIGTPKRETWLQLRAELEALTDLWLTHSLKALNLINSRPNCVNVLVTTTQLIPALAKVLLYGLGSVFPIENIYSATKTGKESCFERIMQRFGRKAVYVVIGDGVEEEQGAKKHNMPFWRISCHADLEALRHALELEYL
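Eya2 protein (added as 0.2 uM solution) was preincubated with compound for 10 min at ambient temperature in 50 mM HEPES pH 7.5, 50 mM NaCl, 5 uM MgCl2, 0.05% BSA, 1 mM DTT. OMFP (added at 50 uM) then reacted 10 min; fluorescence read at 485/525 nm.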
TSHR antagonist: antagonists of human thyroid stimulating hormone receptor | TSHR-expressing cells, TSH-stimulated cAMP HTRF, 2 h; hits give low values | activity change, negative = inhibition, % at 11.5 µM | hit rate 0.2% among 330,000;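 active means activity change below a set negative limit, meaning inhibition stronger than a set level, cut at about -70% in these data; inconclusive means activity change between two set negative limits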; further: on the % scale 0 is the no-effect control and ±100 the full control effect
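TSHR-expressing cells, 200/well, pre-treated with compound, then stimulated with EC80 TSH (4nM final) for 2 hours at 37 deg C. cAMP measured by competitive HTRF: anti-cAMP cryptate antibody in lysis buffer plus cAMP-d2, read after 30 minutes at room temperature.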
Active calls of the source: *; [ ] = dose if it differs, or a comment. Unless noted, the call rests on the fitted dose curve; in most records, active means well fitted curve in the direction sought with a large enough effect; inconclusive means small, poorly fitted or top-dose-only effect, or another doubt; inactive means no such curve, though single readings can be large; an effect the other way counts as inactive or inconclusive. Not all compounds are listed (hit frequency here may not be typical).

Screening COc1ccc(-n2c(SCC(=O)Nc3ccc(C(N)=O)cc3)nc3ccccc3c2=O)cc1OC returned BCR signal inh inconclusive, ASM inhibitor 1%, hERG WT inh 2, GALK inh 3%, Mito fusion act 7%, USP2a inh 4%, MBNL1-CUG inh -10%, Menin-MLL TR inh 25%, Eya2 phos inh -4% and TSHR antagonist -5.
`CN(CC(=O)Nc1ccc(F)cc1)C(=O)c1ccc(OCc2ccccc2)cc1` gave BCR signal inh -1%, ASM inhibitor 5%, hERG WT inh -7, Mito fusion act 9%, USP2a inh 0%, Eya2 phos inh -26% and TSHR antagonist 4.
For CCOc1ccc(N(Cc2cc3cc(C)ccc3[nH]c2=O)S(=O)(=O)c2ccccc2)cc1 the results were PKM2 act -16%, BCR signal inh 3%, ASM inhibitor -12%, hERG WT inh 1, GALK inh 5%, Mito fusion act 2%, USP2a inh 3%, MBNL1-CUG inh 1%, Eya2 phos inh -3% and TSHR antagonist 9.
`CCC(C)COC(=O)c1ccc(C(=O)O)cc1` (stereo unspecified) gave PKM2 act -3%, BCR signal inh inconclusive, ASM inhibitor 5%, hERG WT inh -6, GALK inh 1%, Mito fusion act 6%, USP2a inh 0%, MBNL1-CUG inh 0%, Eya2 phos inh 7% and TSHR antagonist -5.
`CCOC(=O)C1=C(CSc2nc(C)cc(C)c2C#N)OC(N)=C(C#N)C1c1cccs1` (stereo unspecified) gave PKM2 act 6%, BCR signal inh -6%, ASM inhibitor 5%, hERG WT inh -2, GALK inh -2%, Mito fusion act -1%, USP2a inh -1%, MBNL1-CUG inh 8%, Menin-MLL TR inh -12%, Eya2 phos inh 18% and TSHR antagonist -5.
N#CCN1C(=O)C(=O)N(Cc2cccc(C(F)(F)F)c2)C1=O was read as BCR signal inh 0%, ASM inhibitor 2%, hERG WT inh -3, GALK inh -3%, Mito fusion act -5%, USP2a inh 10%, MBNL1-CUG inh 0%, Menin-MLL TR inh 19%, Eya2 phos inh -8% and TSHR antagonist 2.
CCOC(=O)C1(CCOC)CCN(Cc2ccc(C(=O)OC)cc2)CC1 was read as PKM2 act -5%, BCR signal inh inconclusive, ASM inhibitor -3%, hERG WT inh 2, GALK inh -5%, Mito fusion act -30%[inhibitor], USP2a inh -2%, MBNL1-CUG inh -5%, Menin-MLL TR inh inconclusive, Eya2 phos inh -18% and TSHR antagonist -27.
CCC(Nc1nc(-c2ccccc2)nc2ccccc12)C(=O)O (stereo unspecified) was read as PKM2 act 2%, BCR signal inh inconclusive, ASM inhibitor 5%, hERG WT inh -24, GALK inh 0%, Mito fusion act -3%, USP2a inh 0%, MBNL1-CUG inh 1%, Menin-MLL TR inh 1%, Eya2 phos inh 14% and TSHR antagonist -6.
`Cc1c(Cl)cccc1NC(=S)NC1CC1` gave PKM2 act 5%, BCR signal inh -2%, ASM inhibitor 2%, hERG WT inh -37, GALK inh 1%, Mito fusion act -4%, USP2a inh 1%, Menin-MLL TR inh -14%, Eya2 phos inh 6% and TSHR antagonist 21.
CCc1ccc2nc(N)sc2c1 was read as PKM2 act -10%, BCR signal inh -12%, ASM inhibitor 8%, hERG WT inh -8, GALK inh -2%, Mito fusion act 8%, USP2a inh -1%, MBNL1-CUG inh -8%, Menin-MLL TR inh -3%, Eya2 phos inh 4% and TSHR antagonist 5.
Screening O=C(c1cccc([N+](=O)[O-])c1)c1cc2ccccc2o1 returned PKM2 act -7%, BCR signal inh inconclusive, ASM inhibitor -3%, hERG WT inh -3, GALK inh 1%, Mito fusion act -6%, USP2a inh 2%, MBNL1-CUG inh inconclusive, Menin-MLL TR inh 1%, Eya2 phos inh 1% and TSHR antagonist 4.
CCOC(=O)C(C)n1cnc2sc(C)c(C)c2c1=O (stereo unspecified) was read as PKM2 act -4%, BCR signal inh 3%, ASM inhibitor -2%, hERG WT inh 0, GALK inh 0%, Mito fusion act 0%, USP2a inh 0%, MBNL1-CUG inh -5%, Menin-MLL TR inh -4%, Eya2 phos inh -5% and TSHR antagonist 12.
For COc1cccc(C(=O)NNC2=C(C(=O)C(F)(F)F)CCC2)c1 the results were PKM2 act 1%, BCR signal inh inconclusive, ASM inhibitor -3%, hERG WT inh -2, GALK inh -3%, Mito fusion act 0%, USP2a inh 1%, MBNL1-CUG inh 3%, Eya2 phos inh 5% and TSHR antagonist 7.
Screening O=C(CCS(=O)(=O)c1ccc(Cl)cc1)N1CCN(c2ccc(F)cc2)CC1 returned BCR signal inh 0%, ASM inhibitor -1%, hERG WT inh 22, Mito fusion act 7%, USP2a inh 0%, Eya2 phos inh 4% and TSHR antagonist -5.
N/C(Cc1ccc([N+](=O)[O-])cc1)=N\OC(=O)c1cccc(Br)c1 was read as PKM2 act 2%, BCR signal inh -1%, ASM inhibitor -3%, GALK inh 1%, Mito fusion act 0%, USP2a inh 1%, MBNL1-CUG inh inconclusive, Menin-MLL TR inh 15%, Eya2 phos inh 8% and TSHR antagonist 1.
Screening CC(=O)N1CCN(C23CC4CC(CC(C4)C2)C3)CC1 returned PKM2 act 4%, BCR signal inh -9%, ASM inhibitor 1%, hERG WT inh 0, GALK inh -5%, Mito fusion act -1%, USP2a inh -2%, MBNL1-CUG inh -10%, Menin-MLL TR inh -4%, Eya2 phos inh -13% and TSHR antagonist -3.
`O=C(NNC(=O)C1CC=CCC1C(=O)O)c1cccs1` (stereo unspecified) gave PKM2 act 5%, BCR signal inh -29%, ASM inhibitor 2%, hERG WT inh 3, GALK inh 1%, Mito fusion act -4%, USP2a inh -1%, MBNL1-CUG inh 4%, Menin-MLL TR inh 0%, Eya2 phos inh 8% and TSHR antagonist 10.
CNc1nc(Cl)nc(Nc2ccccc2)n1 was read as PKM2 act 11%, BCR signal inh 1%, ASM inhibitor -1%, GALK inh -1%, Mito fusion act -16%, USP2a inh 6%, MBNL1-CUG inh -4%, Menin-MLL TR inh 0%, Eya2 phos inh 1% and TSHR antagonist 28.
For NC(=O)c1ccccc1OCCOCCOCCOc1ccccc1C(N)=O the results were PKM2 act -5%, BCR signal inh 0%, ASM inhibitor 3%, hERG WT inh -10, GALK inh 0%, Mito fusion act 1%, USP2a inh 0%, MBNL1-CUG inh -4%, Menin-MLL TR inh -23%, Eya2 phos inh 12% and TSHR antagonist -3.
For COc1cccc(NC(=O)c2ccccc2F)c1 the results were BCR signal inh inconclusive, ASM inhibitor 4%, hERG WT inh -1, Mito fusion act 1%, USP2a inh 1%, Eya2 phos inh 24% and TSHR antagonist 13.
Screening CC(C)c1nc2sc3c(c2c(=O)o1)CCCC3 returned PKM2 act 2%, BCR signal inh 1%, ASM inhibitor -1%, hERG WT inh 13, GALK inh 6%, Mito fusion act 0%, USP2a inh -2%, MBNL1-CUG inh 12%, Menin-MLL TR inh -8%, Eya2 phos inh 7% and TSHR antagonist -8.
For CCOC(=O)C(NC(C)=O)(Nc1ccc(S(=O)(=O)Nc2ncccn2)cc1)C(F)(F)F (stereo unspecified) the results were PKM2 act 3%, BCR signal inh -3%, ASM inhibitor 1%, hERG WT inh 0, GALK inh 7%, Mito fusion act 15%, USP2a inh -1%, MBNL1-CUG inh -4%, Menin-MLL TR inh 2%, Eya2 phos inh 4% and TSHR antagonist 4.
`O=C(c1ccc([N+](=O)[O-])o1)N1CCc2ccccc2C1` gave PKM2 act -2%, BCR signal inh 2%, ASM inhibitor 6%, hERG WT inh 0, GALK inh -2%, Mito fusion act -11%, USP2a inh 8%, MBNL1-CUG inh inconclusive, Eya2 phos inh -8% and TSHR antagonist -1.
For CCOC(=O)C1CCN(C(c2ccccn2)c2c(C)[nH]c3ccccc23)CC1 (stereo unspecified) the results were PKM2 act -2%, BCR signal inh inconclusive, ASM inhibitor 2%, hERG WT inh -7, GALK inh -2%, Mito fusion act -2%, USP2a inh 3%, MBNL1-CUG inh 0%, Menin-MLL TR inh 2%, Eya2 phos inh 13% and TSHR antagonist -9.

Source: PubChem BioAssay (National Center for Advancing Translational Sciences (NCATS))
